3CLpro inhibitor = SARS-CoV 3CLpro protease inhibition; recombinant SARS-CoV 3CLpro, quenched FRET peptide cleavage; inhibition, % at 6 µM; actives 0.14% (n = 290,000); in the data active = inhibition above about 12%
CCHF vOTU inh = CCHFV vOTU protease inhibition | Pep-AMC fluorescence | inhibition, % at 11.5 µM | actives 0.55% (n = 370,000); in the data active = inhibition above about 30%; note: 0% = vehicle wells with enzyme and 100% = no enzyme wells
DUSP3 inh = blocks human VHR1 dual specificity phosphatase; AID 1654; recombinant VHR phosphatase, pNPP absorbance; inhibition, % at 13.3 µM; actives 0.52% (n = 290,000); P51452; in the data active = inhibition above about 50%; note: some compounds called inactive have numbers as strong as hits
TcdB GH inh = inhibitors of Clostridioides difficile toxin B glycohydrolase; TcdB glycohydrolase enzymatic assay, plate reader; inhibition, % at 9.99 µM; actives 0.24% (n = 350,000); in the data active = inhibition above about 10%
SSB-PriA inh = inhibitors of Klebsiella pneumoniae PriA binding to SSB C-terminal tail. AlphaScreen SSBct-PriA binding, biotinylated peptide. actives 0.6% (n = 430,000). inhibition, % at 33 µM; in the data active = inhibition mostly above about 37%, no sharp cut-off; inactive = mostly below about 20%;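 note: plate controls were negative control peptide for no effect and reference peptide for full effect; strong numbers were not always called active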
Anthrax LF inh2 = inhibitors of Bacillus anthracis lethal factor protease; P15917; multiplex microsphere protease cleavage assay, LF; inhibition, % at 10 µM; actives 0.12% (n = 360,000); AID 588501; note: plate controls were buffer without enzyme for full effect and enzyme alone for no effect
PfHsp40 rescue = rescue of PfHsp40-mediated yeast toxicity; S. cerevisiae expressing PfHsp40, growth rescue, ATP luminescence; growth rescue, % at 12.5 µM; actives 0.68% (n = 340,000); AID 504582; in the data active = growth rescue above about 28%, passing the limit was not always enough; inconclusive = no clear call, values can overlap the other calls;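 note: yeast W303a lacking pdr1 and pdr3 grown in galactose medium; growth measured after three days at 30 °C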
Yp Topo-I inh = blocks Yersinia pestis topoisomerase I activity; AID 504884; activity, % at 10 µM; Y. pestis Topo-I cleavage product accumulation, plate reader; actives 0.064% (n = 360,000); in the data active = activity above about 50%, passing the limit was not always enough; inconclusive = no clear call, values can overlap the other calls; note: inactives centre near 2
BoNT A protease = BoNT A light chain protease inhibition. multiplex microsphere protease substrate cleavage, flow cytometry. inhibition, % at 10 µM. actives 0.17% (n = 360,000). AID 588499; note: plate controls were buffer without enzyme for full effect and enzyme alone for no effect
Vc quorum ag = quorum light induction in luxS cqsA deficient V. cholerae; activation, % at 18.7 µM; V. cholerae BH1578 lux reporter, luminescence, 6 h; actives 0.16% (n = 350,000); in the data active = activation mostly above about 9.7%, no sharp cut-off; inconclusive = no clear call, values can overlap the other calls; inactive = mostly below about 3.7%; note: not every result past the cut was called active; inactives centre near 0; reference of the scale not given here
An asterisk follows results filed as active; i = inactive; ? = inconclusive; . = not tested or not shown; & = joins results of further samples. Cut-off read from the data, not from the text of the source, unless noted: active = inhibition above about 30%; inconclusive = no clear call, values can overlap the other calls; inactive = below that. Only part of the results is shown (hit frequency here may not be typical).

SMILES	3CLpro inhibitor	CCHF vOTU inh	DUSP3 inh	TcdB GH inh	SSB-PriA inh	Anthrax LF inh2	PfHsp40 rescue	Yp Topo-I inh	BoNT A protease	Vc quorum ag
CCOc1ccc(CSC(CC(=O)O)C(=O)O)cc1 (stereo unspecified)	-4	2	10	.	-14	-6	-0.7	5	-0.7	-2.1
COc1cc(-c2cc(=O)c3c(O)c(OC)c(OC)cc3o2)cc(OC)c1O	.	17	3	-0.1	4	1	2.2	-4	-0.2	-0.3
CC(C)(C)OC(=O)[C@H](CCCCN)NC(=O)c1[nH]cnc1C(=O)N[C@@H](Cc1ccccc1)C(=O)OCc1ccccc1	.	.	.	.	13	-2	0.0	22	-0.3	0.2
O=C(CSc1nnc(COc2ccccc2)o1)N1CCN(c2ccccc2)CC1	3	-1	-9	.	-1	0	-1.2	-13	-0.2	-0.3
COCCN(CCOC)c1cc(C)c(C#N)c2nc3ccccc3n12	-7	-40	2	.	0	0	0.2	-3	-0.3	i
COc1ccc(NC(=S)N(CCCN2CCOCC2)C(C)c2cc3ccccc3o2)cc1 (stereo unspecified)	0	-6	16	0.3	10	-3	0.3	9	0.5	-3.7
Cn1nccc1C(=O)N1CCN(S(=O)(=O)c2ccc(Br)s2)CC1	2	7	6	1.7	-6	3	-1.5	-2	0.3	i
COc1ccc(CNC(=O)CNS(=O)(=O)c2cccc(C#N)c2)cc1OC	-2	-10	41	1.4	-3	1	-1.9	0	0.5	-11
Cc1cc(Oc2cc(NN3CCCCC3)c([N+](=O)[O-])cc2[N+](=O)[O-])c(C(=O)c2ccccc2)cc1Cl	-2	13	5	0.0	13	1	-0.8	0	-0.1	i
CCc1ccc(NC(=O)C2(c3ccccc3)CC2(Cl)Cl)cc1 (stereo unspecified)	1	7	32	.	-28	.	5.9	6	.	-0.3
CC(=O)c1ccc(S(=O)(=O)N(C)CCCC(=O)NCc2ccc3c(c2)OCO3)cc1	.	8	.	1.0	-6	1	1.0	-8	-4.6	-14
C[C@H]1CN([C@@H](C)CO)C(=O)c2cc(NC(=O)NC3CCCCC3)ccc2O[C@H]1CN(C)C(=O)Nc1ccc(C(F)(F)F)cc1	.	0	.	2.2	-3	-6	0.5	-1	-0.1	i
OC(COc1ccc2ccccc2c1)CN1CCOCC1 (stereo unspecified)	1	-3&-9	12	0.7	4&-6	-8&-1	4.0&0.5	8&4	-0.3&0.6	-2.6
CC(NC(=O)C(=O)NCCc1c[nH]c2ccccc12)c1ccccc1 (stereo unspecified)	1	-7	0	7.9	-10	-12	-1.3	-6	0.4	i
Cc1ccc(Nc2ncnc(-n3cccc3)n2)cc1Cl	0	-6	14	0.5	-10	3	-0.3	3	-0.5	-0.5
CCC(=O)Nc1ccc2nc3c(=O)[nH]c(=S)[nH]c3nc2c1	1	2	42	0.6	8	-15	2.6	-1	-8.4	i
COc1cccc(C2c3[nH]c4ccccc4c3C[C@H]3C(=O)N(c4ccccc4C(=O)N4CCC[C@H]4C(=O)O)C(=O)N23)c1 (stereo partly specified)	8	8	-8	-1.1	13	-11	-0.8	16	-0.9	-0.4
COc1ccc(OC)c(NC(=O)/C=C/c2ccccc2[N+](=O)[O-])c1	-6	-9	-4	.	13	-3	-0.4	-10	0.6	1.2
COCc1ccccc1Cn1cnc2c1c(=O)n(C)c(=O)n2C	-3	-6	6	.	-2	-2	-0.5	-6	-0.3	-0.2
CCOC(=O)c1ccc(Nc2nc(-c3cccnc3)nc3ccccc23)cc1	0	6	34	.	-11	2	-1.5	11	2.8	i
COC(=O)C1=C(C)N(c2ccccc2)C(=S)NC1c1ccccc1C(F)(F)F (stereo unspecified)	2	11	11	1.3	4	1	1.5	3	-0.5	1.2
CCCn1c(-c2cccc(F)c2)nc2c1c(=O)[nH]c(=O)n2Cc1ccccc1	5	11	6	-0.4	-2	-2	9.0	4	-4.5	-0.3
COc1cc(C(=O)Nc2ccc(C(C)=O)cc2)c(Br)c(OC)c1OC	7	5	-1	.	-2	-1	0.8	0	-0.1	-0.9
CCc1ccc(NC(=O)Cn2c(=O)n(CCCC(=O)NCc3ccco3)c(=O)c3ccccc32)cc1	1	-5	-15	.	-15	-2	-1.5	4	-0.2	-5.0
CC1(C)Cc2c(cnn2-c2ccc(F)cc2)C(NC(=O)CCN2CCCCC2=O)C1 (stereo unspecified)	-1	-14	-13	0.3	-8	6	-1.3	-9	-4.7	-0.2
CCOC(=O)c1ccc(NCC(O)COc2ccccc2)cc1 (stereo unspecified)	0	10	27	.	-10	-2	-0.1	14	-0.4	-0.4
O=C(NN1C(=O)c2ccc3c4c(ccc(c24)C1=O)CC3)c1ccc(Br)cc1	2	-43	37	.	-14	5	-0.4	-5	1.5	i
COc1ccc(C2C(C(=O)c3ccco3)=C(O)C(=O)N2CCc2ccccc2)cc1OC (stereo unspecified)	0	14	21	.	-1	-3	-1.0	7	0.9	-4.8
COc1ccc(C(=O)N2CCN(CC(=O)N3CCOCC3)CC2)cc1	-7	8	29	1.2	-5	5	?	-1	-0.3	i
O=C(NC1CC1)C1CCN(C2CCN(C(=O)c3c(F)cccc3Cl)CC2)CC1	-4	3	29	0.4	-4	-3	1.9	-3	0.1	i
COc1ccc(OC)c(CNC(=O)CCc2nc(-c3cccs3)no2)c1	1	0	4	-2.8	-7	-3	0.3	5	-0.5	-0.2
Cc1ccc(S(=O)(=O)N2CCOC2CNC(=O)C(=O)NCCCN2CCOCC2)cc1 (stereo unspecified)	-2	-1	29	1.1	-20	-3	0.1	-1	3.2	-0.6
COc1ccc(CCNC(=O)c2n[nH]c3ccccc23)cc1	1	-1	16	.	6&-11	0	1.4	2	0.2	i
Cc1cc(OCC(=O)NCc2ccccn2)cc(C)c1Br	6	.	-2	.	-2	2	-0.3	21	-1.7	-0.4
O=C(NCCCN1CCCCC1)c1ccc2c(c1)NC(=O)C(N1CCOCC1)S2 (stereo unspecified)	1	2	14	.	-14	0	0.3	0	1.2	-0.4
COc1ccccc1N(CC(=O)NC1CCCC1)C(=O)c1oc(C(C)(C)C)cc1C	-4	15	26	2.0	12	-1	-0.7	36	-0.5	-1.6
Cc1sc2ncn(CC(=O)NCC(=O)N(C)C3CCCCC3)c(=O)c2c1C	4	-5	0	.	-11	-3	-1.0	-3	1.9	-2.7
O=c1ccn(Cc2ccccc2)c2ccccc12	.	-2	-8	0.9	4	-6	-2.0	-9	-0.1	i
NS(=O)(=O)c1ccc(CCNS(=O)(=O)c2ccc(Cl)s2)cc1	.	4	.	-0.5	1	-4	-0.5	0	0.3	i
O=c1c2cc(Cl)ccc2[nH]c(=S)n1Cc1ccco1	1	11	-16	.	3	-2	1.6	-2	-0.3	i
Cn1nccc1/C=N\NC(=O)c1ccc(Cl)cc1	0	19	-29	-0.7	.	-4	0.3	2	0.6	-14
CCOc1cccc(=O)c2c(C)n(CC(=O)c3ccccc3)c(C)c12	3	10	3	-0.1	5	5	1.3	-2	7.9	1.2
O=C(NCc1ccco1)c1cccc(S(=O)(=O)N2CCCCC2)c1	-2	10	4	.	-6	0	-1.4	-3	1.1	-0.5
Cc1[nH]nc(SCC(=O)N2CCCC2)c1[N+](=O)[O-]	0	3	4	0.2	2	-7	-0.4	1	1.3	i
CCC(=O)Nc1cc2[nH]c(=O)cc(C)c2cc1C	-3	-2	8	1.1	-25	-4	-1.0	1	-0.1	i

Record cards, from the list above.
O=C(NCCCN1CCCCC1)c1ccc2c(c1)NC(=O)C(N1CCOCC1)S2 (stereo unspecified) reads 3CLpro inhibitor: 1; CCHF vOTU inh: 2; DUSP3 inh: 14; TcdB GH inh: .; SSB-PriA inh: -14; Anthrax LF inh2: 0; PfHsp40 rescue: 0.3; Yp Topo-I inh: 0; BoNT A protease: 1.2; Vc quorum ag: -0.4
CCC(=O)Nc1cc2[nH]c(=O)cc(C)c2cc1C reads 3CLpro inhibitor: -3; CCHF vOTU inh: -2; DUSP3 inh: 8; TcdB GH inh: 1.1; SSB-PriA inh: -25; Anthrax LF inh2: -4; PfHsp40 rescue: -1.0; Yp Topo-I inh: 1; BoNT A protease: -0.1; Vc quorum ag: i

Quoted at random: four entries already listed
SMILES	3CLpro inhibitor	CCHF vOTU inh	DUSP3 inh	TcdB GH inh	SSB-PriA inh	Anthrax LF inh2	PfHsp40 rescue	Yp Topo-I inh	BoNT A protease	Vc quorum ag
CCOc1cccc(=O)c2c(C)n(CC(=O)c3ccccc3)c(C)c12	3	10	3	-0.1	5	5	1.3	-2	7.9	1.2
O=C(NCCCN1CCCCC1)c1ccc2c(c1)NC(=O)C(N1CCOCC1)S2 (stereo unspecified)	1	2	14	.	-14	0	0.3	0	1.2	-0.4
Cc1sc2ncn(CC(=O)NCC(=O)N(C)C3CCCCC3)c(=O)c2c1C	4	-5	0	.	-11	-3	-1.0	-3	1.9	-2.7
COc1ccc(CCNC(=O)c2n[nH]c3ccccc23)cc1	1	-1	16	.	6&-11	0	1.4	2	0.2	i

New compounds follow.
SMILES	3CLpro inhibitor	CCHF vOTU inh	DUSP3 inh	TcdB GH inh	SSB-PriA inh	Anthrax LF inh2	PfHsp40 rescue	Yp Topo-I inh	BoNT A protease	Vc quorum ag
COC(=O)[C@@]12CCCCN1[C@H](c1ccc(-c3ccccc3)cc1)[C@H]1C(=O)N(C)C(=O)[C@H]12	.	2	.	1.4	-7	-1	-0.7	14	-0.2	1.4
C[C@H](OC(=O)N1CCN(C(c2ccccc2)c2ccccc2)CC1)[C@@H]1O[C@@]2(C)CCC[C@H]1O2	.	14	.	1.4	-6	-11	1.0	14	-0.8	-0.4
Cc1ccc(C(=O)N2CCN(c3ncc(C(F)(F)F)cc3Cl)CC2)s1	-1	7	18	1.9	.	-2	0.6	1	-2.5	0.6
CCCc1nc2sc3c(c2c(=O)n1NC(=O)c1ccco1)CC(C)(C)OC3	1	-7	33	1.2	-3	0	0.3	-3	-0.3	i
O=C(COC(=O)c1ccc(Cl)nc1)Nc1ccc(N2CCCCC2)cc1	.	1	.	-0.3	-1	-13	0.6	3	-0.2	-2.3
COC(=O)c1nn(-c2ccc(-c3ccccc3)cc2)cc1O	-2	3	34	.	-2	-9	3.7	0	0.6	-0.2
O=C(OCC(=O)N1CCc2ccccc21)c1cncc(Br)c1	1	-7	7	-0.3	-8	-4	-0.1	10	1.8	i
Nc1cccc(C(=O)N/N=C/c2ccsc2)c1	5	-1	2	0.4	.	-3	0.1	4	-0.5	5.2

Reformatted: entries from further up
Results follow in this order: 3CLpro inhibitor | CCHF vOTU inh | DUSP3 inh | TcdB GH inh | SSB-PriA inh | Anthrax LF inh2 | PfHsp40 rescue | Yp Topo-I inh | BoNT A protease | Vc quorum ag
> C[C@H](OC(=O)N1CCN(C(c2ccccc2)c2ccccc2)CC1)[C@@H]1O[C@@]2(C)CCC[C@H]1O2
  . | 14 | . | 1.4 | -6 | -11 | 1.0 | 14 | -0.8 | -0.4
> CCCc1nc2sc3c(c2c(=O)n1NC(=O)c1ccco1)CC(C)(C)OC3
  1 | -7 | 33 | 1.2 | -3 | 0 | 0.3 | -3 | -0.3 | i
> Cc1ccc(C(=O)N2CCN(c3ncc(C(F)(F)F)cc3Cl)CC2)s1
  -1 | 7 | 18 | 1.9 | . | -2 | 0.6 | 1 | -2.5 | 0.6
> COC(=O)c1nn(-c2ccc(-c3ccccc3)cc2)cc1O
  -2 | 3 | 34 | . | -2 | -9 | 3.7 | 0 | 0.6 | -0.2
> COC(=O)[C@@]12CCCCN1[C@H](c1ccc(-c3ccccc3)cc1)[C@H]1C(=O)N(C)C(=O)[C@H]12
  . | 2 | . | 1.4 | -7 | -1 | -0.7 | 14 | -0.2 | 1.4

Screens: PubChem BioAssay, several laboratories
